# Apaf-1 inh: blocks human Apaf-1 apoptosome activity. O14727. reconstituted apoptosome caspase-3 activity, DEVD-Rh110 fluorescence. inhibition, % at 20 µM. 0.71% of 330,000 active. AID 489030; active = inhibition of at least 40% at 20 µM;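 note: plate controls were DMSO wells for no effect and DEVD-CHO caspase inhibitor wells for full effect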
#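 System – cell-free apoptosome with Apaf-1, procaspase-3 and caspase-9 · Buffer or medium – pH 7.5 Hepes buffer with CHAPS, BSA, DTT · Also added – cytochrome c with DEVD-Rh110 · Times – 30 min compound preincubation, 50 min activation, room temperature · Technique – Rh110 fluorescence intensity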
# hIAP act: increases human intestinal alkaline phosphatase activity. P09923. purified human IAP, CDP-Star luminescence, 30 min; stronger effect = higher value; 1 = vehicle-only enzyme, 0 = enzyme-free background. activation factor at 10 µM. 0.16% of 330,000 active;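 active = activation factor of the enzyme at least 2-fold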; note: the source names both 10 and 20 µM as test concentration; values of inactives mirror those of a sister screen read the other way
# ATG4B inh: blocks human ATG4B protease cleavage of LC3 substrate; inhibition, % at 8.33 µM; Q9Y4P1; ATG4B cleavage of LC3-PLA2, NBD-HPC fluorescence, 1 h; 0.51% of 340,000 active; AID 504462; in the data active = inhibition above about 40%
# mIAP activ: increases mouse intestinal alkaline phosphatase activity; muIAP, CDP-Star luminescence, 30 min; stronger effect = higher value; 1 = vehicle-only enzyme signal, 0 = enzyme-free wells; activation factor at 10 µM; 0.24% of 330,000 active; AID 2805;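 active = activation factor of at least 2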; note: the source names both 10 and 20 µM as test concentration; values of inactives mirror those of a sister screen read the other way
#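 also added = chemiluminescent substrate CDP-Star | test system = mouse IAP enzyme | signal = chemiluminescence readout | compound = DMSO-dissolved test compounds | incubation = 30 min at room temperature | benchmarks = DMSO wells, no-enzyme wells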
# mIAP block: blocks mouse intestinal alkaline phosphatase; purified mouse IAP, CDP-Star luminescence, 30 min; AID 2806; inhibition, % at 10 µM; 0.2% of 330,000 active;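 active = inhibition of at least 40% at 10 µM in the primary screen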;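 note: plate controls were DMSO with enzyme for no effect and no enzyme wells for full effect; values of inactives mirror those of a sister screen read the other way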
# TIM10 inh: TIM10 yeast growth inhibition. S. cerevisiae TIM10 strain growth, BacTiter-Glo luminescence, 24 h. inhibition, % at 10 µM. 1.4% of 330,000 active;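 active = inhibition of 40% or more at the single tested concentration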;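 note: wild-type TIM10 isogenic control strain grown at permissive 25 °C; 0% = DMSO yeast wells and 100% = minimal medium wells without yeast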
# hIAP block: human IAP inhibition | P09923 | purified IAP, CDP-Star luminescence, 30 min | inhibition, % at 10 µM | 0.12% of 330,000 active | AID 2544;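 active = inhibition reaching a set limit with compound at 10 µM in the primary screen, cut at about 35% in these data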;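 note: plate controls were DMSO wells with enzyme for no effect and no-enzyme buffer wells for full effect; values of inactives mirror those of a sister screen read the other way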
# tim10-1 inh: tim10-1 yeast growth inhibition; S. cerevisiae tim10-1 ts strain growth, BacTiter-Glo, 24 h; inhibition, % at 20 µM; 2.2% of 330,000 active; AID 463190;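 active = inhibition of at least 40%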;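 note: mutant grown at 25 °C; 0% = DMSO wells with yeast and 100% = wells holding no yeast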
# NALP3 yeast inh: NALP3 inhibition in yeast; Yeast reconstituted NLRP3/ASC/caspase-1, beta-gal luminescence, 24 h; 0.39% of 330,000 active; AID 2825; inhibition, % at 10 µM;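 active = inhibition of 50% or more; inactive = inhibition below 50%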;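 note: plate controls were induced DMSO wells for no effect and uninduced yeast grown without galactose for full effect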
# * marks the source's active call; other numbers are inactive results; . = not tested or not shown.
SMILES,Apaf-1 inh,hIAP act,ATG4B inh,mIAP activ,mIAP block,TIM10 inh,hIAP block,tim10-1 inh,NALP3 yeast inh
CC(C)[C@@H]1NC(=O)c2cc([N+](=O)[O-])cc(I)c2OCC[C@@H](C(N)=O)NC(=O)[C@H](CCC(=O)O)NC1=O,13.1,1.08,-6.7,1.04,-4.3,3.1,-8.4,-9.6,8.2
CC(C)(C#N)Nc1ccccc1,-9.5,1,-12.6,1.05,-4.8,12.1,-0.2,3.9,17.7
COc1ccc(Cc2nnc(NC(=O)c3ccccc3)s2)cc1OC,3.0,0.95,-7.3,0.984,1.6,8.9,5.0,16.0,23.3
CCn1ccnc1C(O)c1ccc(N(C)C)cc1 (centres undefined),3.2,1.07,-9.8,1.01,-0.6,3.5,-7.3,-1.3,2.3
COc1ccc(-n2nnc3c(=O)n(CC(=O)N4CCCCC4)cnc32)cc1,-3.1,0.765,-6.4,0.931,6.9,0.6,23.5,-5.7,-3.3
COc1ccc(-c2nc(CS(=O)CC(=O)NC3CCCc4ccccc43)c(C)o2)cc1OC (centres undefined),3.9,0.962,11.4,1.08,-7.6,15.3,3.8,14.7,9.8
COc1ccc(CCNC(=O)c2cc(C(=O)c3cc(C)ccc3O)cn(CCc3ccc(OC)cc3)c2=O)cc1,2.2,1.08,-4.3,0.815,18.5,3.8,-8.0,18.5,17.7
O=C(O)C1CCCCC1C(=O)Nc1ccc(-c2ccccc2)cc1 (centres undefined),-3.3,1.12,7.7,0.956,4.4,10.6,-12.4,9.5,7.5
Cc1ccc(C)c(N=Nc2ccc(O)c3ncccc23)c1,-8.0,0.914,11.7,0.788,21.2,6.7,8.6,32.5,17.1
CCC(C(=O)N1CCN(Cc2ccc3c(c2)OCO3)CC1)n1c(=O)[nH]c2ccccc2c1=O (centres undefined),6.4,1.29,0.0,1.07,-6.7,-10.6,-29.5,-6.4,0.4
COc1ccc(/C=N\NC(=O)c2ccc([N+](=O)[O-])cc2)cc1COc1c(F)c(F)cc(F)c1F,1.3,1.29,-6.7,0.82,18.0,17.0,-29.3,20.9,21.4
COc1cccc(NC(=O)CSc2nnc(-c3cccnc3)o2)c1,-9.3,1.13,1.6,0.946,5.4,-10.6,-13.1,-11.3,16.6
Cc1ccc(C2CC(c3ccc(Cl)cc3)=NNC2=O)cc1 (centres undefined),-1.4,1.1,0.3,1.02,-2.0,1.4,-9.8,-10.8,18.4
N/C(=N\NS(=O)(=O)c1cc(C(F)(F)F)cc(C(F)(F)F)c1)c1ccccn1,7.7,1.11,2.1,1,-0.4,-4.2,-11.4,20.6,-10.7
COc1ccccc1-c1cc(C(=O)N2CCCC2)no1,5.3,0.677,1.0,0.951,4.9,8.2,32.3,-6.8,24.0
COc1ccc(S(=O)(=O)NC(CC(=O)NCc2ccccc2OC)c2ccco2)cc1 (centres undefined),-3.6,1.03,0.0,1.02,-1.8,1.3,-2.7,3.5,-1.5
COC(=O)c1ccc(OCC(=O)NC(C)(C)C)cc1,-4.2,1.1,-0.9,1.02,-2.0,-11.2,-9.8,1.8,16.9
CCOC(=O)Cc1csc(NS(=O)(=O)c2ccc(Cl)cc2)n1,14.9,1.09,-1.9,1.03,-3.5,-4.6,-9.2,2.0,-7.4
O=C(N/N=C/c1ccc(F)cc1)c1cc(-c2ccccn2)nc2ccccc12,12.0,0.956,-6.0,0.866,13.4,-15.8,4.4,-9.5,-5.1
CC(=O)N1CCN(CCN2C(C)=CC(=C(C#N)C#N)C=C2C)CC1,1.7,1.1,2.0,1.08,-7.7,12.2,-9.6,16.9,-4.2
Cc1[nH]c2ccc3ccccc3c2c(=O)c1C/C=C/Cl,-5.2,0.906,-4.5,1.15,-15.1,22.9,9.4,3.7,28.0
CCC(=O)Nc1cc(-c2nn(CC(=O)N3CCCCC3)c(=O)c3ccccc23)ccc1N1CCOCC1,0.3,1.63,3.1,1,0.0,-5.6,-63.2,9.5,6.8
N#C/C(=N\Nc1ccccc1)C(=N)N1CCCCC1,3.5,1.06,0.5,1.01,-1.0,-16.1,-5.6,-12.6,5.6
O=C(COC(=O)c1n[nH]c2ccccc12)Nc1ccccc1,-7.9,1.12,-6.3,1.04,-3.8,4.8,-12.5,-26.8,7.9
CCc1ccc(N(C(=O)c2ccco2)C(C(=O)NC2CCCC2)c2cccnc2)cc1 (centres undefined),9.5,1.07,-7.7,1.1,-10.4,-3.0,-7.3,11.4,15.9
O=Nc1c(O)[nH]c2c(F)cccc12,-2.2,1.1,-2.2,0.938,6.2,-10.6,-10.3,12.9,-1.3
Cc1ccc(NC(=O)Cn2cccc2C2=NC(c3ccccc3)CO2)cc1C (centres undefined),22.7,1.08,2.7,1.14,-13.7,9.2,-7.6,18.3,1.6
CC(=O)O[C@@H]1C[C@H]2C(C)=C[C@H]3OC(=O)[C@@H](C)[C@H]3C[C@H]2[C@]1(C)O,-9.6,1.08,-4.8,1.02,-1.6,-0.8,-7.9,-6.9,13.7
N/C(Cn1cncn1)=N\NC(=O)C(=O)Nc1ccc(Cl)cc1Cl,-7.3,1.58,-4.6,0.856,14.4,3.8,-57.6,1.0,21.2
CCN(C(=O)C(C)OC(=O)C1C(C(=O)OC)=C(C)NC(C)=C1C(=O)OC)c1ccccc1 (centres undefined),2.9,1.04,-2.6,0.969,3.1,5.2,-3.6,-18.4,4.3
Cn1c(=O)c2c(nc(CN3CCN(C(=O)c4ccco4)CC3)n2CCCO)n(C)c1=O,-13.2,1.23,1.1,1.06,-5.7,-22.8,-22.9,-1.5,4.8
Cc1nc(-c2cccc(NC(=O)c3cc4cc(Br)ccc4oc3=O)c2)cs1,7.6,0.987,3.4,0.901,9.9,3.9,1.3,4.7,-8.1
COc1ccc(CCNC(=O)C2CCN(Cc3nc(-c4ccccc4C)oc3C)CC2)cc1OC,18.3,0.96,-13.7,1.19,-18.8,16.4,4.0,4.9,12.5
O=C(O)C(=O)/C(=C\c1ccc(Cl)cc1)c1ccc2ccccc2n1,6.8,1,3.0,0.884,11.6,12.5,-0.4,22.7,29.2
Cc1ccc(OCC(=O)Nc2ccc(C)c(F)c2)c([N+](=O)[O-])n1,8.0,1.02,-6.9,0.96,4.0,4.8,-2.3,21.2,31.9
CCOc1nc(NC2CCCC2)nc(N2CCC(C)CC2)n1,9.3,1.11,-2.7,1.1,-10.2,14.6,-11.0,22.6,17.3
CC(Sc1nnc(-c2cccnc2)o1)C(=O)NC1CCCCC1 (centres undefined),-4.9,0.867,2.4,0.976,2.4,0.7,13.3,-4.9,18.2
COc1ccc(NC(=O)Nc2ccc(OC)c(OC)c2)c([N+](=O)[O-])c1,-1.4,0.857,-3.9,1.03,-2.8,2.7,14.3,1.0,-11.8
Cc1cc2c(cc1[N+](=O)[O-])NC(CNC(C)C)CC2 (centres undefined),2.9,1.04,0.8,1.05,-5.2,-14.3,-4.2,2.6,10.0
Cc1ccc(C(C)C)cc1OCCN1CCCC1,-7.3,0.96,1.8,1.01,-0.9,-10.2,4.0,-65.7,27.1
CCOC(=O)CN1C(=O)N[C@@H](c2ccco2)C(C(=O)OC)=C1C,-6.6,0.946,-1.9,1.02,-2.1,-3.8,5.4,-21.4,8.8
Cc1cnc(C(=O)Nc2ccc(N3CCN(C(=O)OC(C)(C)C)CC3)cc2)cn1,-2.0,1.06,-17.3,1.05,-5.0,8.2,-6.0,25.9,14.6
CCN(CC)S(=O)(=O)c1ccc(C)c(NC(=S)Nc2cccc(S(=O)(=O)N3CCCCCC3)c2)c1,10.0,0.971,-4.8,0.934,6.6,10.0,2.9,1.0,-2.8
COC(=O)c1cn[nH]c1N,3.6,0.971,-1.2,1.08,-8.5,2.8,2.9,9.5,8.7
Cc1ccc(NC(=O)C(NS(=O)(=O)c2cccc3nsnc23)C(C)C)nc1 (centres undefined),3.0,0.938,10.0,0.999,0.1,-1.7,6.2,-5.4,9.6
CCOc1ccc(CN2CCNC(=O)C2CC(=O)N(C)Cc2nonc2C)cc1 (centres undefined),15.0,0.906,7.9,1,-0.4,-4.8,9.4,-0.3,19.3
S=C1CCC(c2ccc(Cl)cc2)=NN1c1ccccc1,10.8,1.2,-4.5,0.736,26.4,36.7,-20.0,33.8,11.4
COc1ccc(Cl)cc1N(CC(=O)N/N=C/c1ccc(OCC(N)=O)cc1)S(C)(=O)=O,9.1,1.07,-1.2,1.05,-5.0,-2.8,-7.0,10.5,-1.1
COc1ccc(-n2cc(CNCCN3CCOC3=O)c(-c3ccccc3Cl)n2)cc1,-14.4,1.02,-7.2,1.09,-8.7,-15.4,-2.0,7.6,-2.5
COc1ccc(C2=Nn3c(C)nnc3SC2)cc1,-13.0,1.1,1.3,0.899,10.1,-0.1,-10.4,15.3,8.8
CN(C)S(=O)(=O)c1cccc(NC(=O)COC(=O)CCSc2ccc(Cl)cc2)c1,9.9,1.05,-22.4,0.934,6.6,3.5,-4.9,16.1,-1.2
COc1ccc(N2C(=S)N(C(=O)c3ccccc3)C(=Nc3ccccc3)C2=Nc2ccccc2)cc1,2.1,0.943,-2.4,0.818,18.2,18.4,5.7,22.5,39.4
Cc1c(NC(=O)C2CCCN2S(=O)(=O)c2ccc(Cl)cc2)c(=O)n(-c2ccccc2)n1C (centres undefined),-15.9,1.24,-16.6,0.98,2.0,-2.3,-24.0,-10.5,-10.8
N#Cc1c(NC(=S)NC(=O)c2ccccc2)sc2c1CCN(CCc1ccccc1)C2,17.6,1.2,.,1.19,-18.5,22.7,-19.8,21.2,20.7
CC(C)NC(=O)C12CC3CC(C1)CC(C(=O)NC(C)C)(C3)C2,-5.9,0.992,-0.1,0.906,9.4,2.0,0.8,7.4,10.5
COC(=O)Cn1cc(/C=N/NC(=O)c2ccc(C#N)cc2F)c2ccccc21,-1.8,0.776,-9.3,0.953,4.7,12.2,22.4,10.7,-0.2
COc1cc(Cl)cc(/C=N/NC(N)=O)c1O,-7.4,1.31,-11.5,0.996,0.4,-12.2,-31.1,-3.3,36.9
COc1ccc(NC(=S)NCCCN2CCOCC2)cc1,-26.3,1.04,-10.0,1.03,-2.7,14.0,-4.4,1.8,-14.6
COc1cccc(C(=O)COC(=O)CCCC(=O)NC2CCCCC2)c1,1.8,1.23,5.5,0.989,1.1,-2.2,-23.4,5.3,5.7
O=C(c1nc[nH]c1C(=O)N1CCc2ccccc2C1)N1CCc2ccccc2C1,1.2,1.12,0.6,0.961,3.9,7.3,-11.8,16.3,-7.0
C=CCN1C(=O)C(O)(CC(=O)c2ccc(Cl)cc2)c2ccccc21 (centres undefined),4.9,1.08,0.3,0.952,4.8,39.3,-8.0,29.7,-10.4

# Part of the list above, with values under each structure:
# Every second line gives: Apaf-1 inh, hIAP act, ATG4B inh, mIAP activ, mIAP block, TIM10 inh, hIAP block, tim10-1 inh, NALP3 yeast inh
CCOC(=O)CN1C(=O)N[C@@H](c2ccco2)C(C(=O)OC)=C1C
  -6.6, 0.946, -1.9, 1.02, -2.1, -3.8, 5.4, -21.4, 8.8
Cc1c(NC(=O)C2CCCN2S(=O)(=O)c2ccc(Cl)cc2)c(=O)n(-c2ccccc2)n1C (centres undefined)
  -15.9, 1.24, -16.6, 0.98, 2.0, -2.3, -24.0, -10.5, -10.8
COc1cccc(C(=O)COC(=O)CCCC(=O)NC2CCCCC2)c1
  1.8, 1.23, 5.5, 0.989, 1.1, -2.2, -23.4, 5.3, 5.7
